# Wee1 degr inh = blocks degradation of human Wee1 kinase; reporter increase, % at 5 µM; P30291; AID 1321; 220,000 tested, 1.2% active; HeLa Luc-Wee1K328M stability, luciferase luminescence; 100% = proteasome inhibitor MG132 effect;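 active = activation above the mean of all tested compounds plus 3 SD, set per screening run, cut at about 8.8% in these data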;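 note: cells exposed to compound for 20 h before luminescence read; 0% = DMSO alone and 100% = MG132 at 30 µM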
# Thrombin inh = inhibitors of human thrombin. AID 1046. 220,000 tested, 0.26% active. P00734. alpha-thrombin, Boc-VPR-AMC fluorogenic substrate cleavage. inhibition, % at 5 µM;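 active = inhibition at or above 40%; inactive = inhibition below 40%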;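 note: 0% = enzyme with no compound and 100% = wells without enzyme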
#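 Material: human alpha-thrombin enzyme / Medium: pH 7.5 Tris (50 mM) with NaCl 150 mM, Tween 20 0.05% / Compound: single-point dosing at 5 µM, 0.2% DMSO / Incubation: enzyme reaction carried out at room temperature / Detection: AMC fluorescence, 355/460 nm / Read-out basis: percent inhibition scaled between no-compound controls and no-enzyme blanks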
# FXIa inh 1536 = blocks human coagulation factor XIa protease activity. P03951. inhibition, % at 5 µM. AID 798. purified FXIa, Boc-Glu-Ala-Arg-AMC fluorogenic substrate. 220,000 tested, 0.14% active;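 active = inhibition of at least 40%; inactive = inhibition below 40%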;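 note: fluorescence of freed AMC excited at 355 nm; 0% = enzyme without compound and 100% = no enzyme blank; many of its hits are not listed in these tables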
# hK5 inh = blocks human kallikrein 5 protease activity; Q9Y337; recombinant hK5, fluorogenic AMC substrate cleavage; inhibition, % at 5 µM; 210,000 tested, 0.59% active; AID 873;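 active = inhibition of 40% or more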;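 note: 0% = enzyme controls without compound and 100% = no-enzyme blanks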
# Target sequence (Q9Y337 67-293 limits assumed): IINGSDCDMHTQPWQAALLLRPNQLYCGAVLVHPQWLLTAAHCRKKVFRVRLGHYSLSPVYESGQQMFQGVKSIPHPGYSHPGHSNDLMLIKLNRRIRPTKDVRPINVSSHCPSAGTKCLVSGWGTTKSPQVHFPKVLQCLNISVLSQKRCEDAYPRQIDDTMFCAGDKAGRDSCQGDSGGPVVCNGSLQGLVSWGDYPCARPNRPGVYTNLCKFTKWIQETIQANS
# p97 ATPase inh = inhibitors of human p97 ATPase. P55072. recombinant p97 ATPase, Kinase-Glo ATP luminescence, 3 h. inhibition, % at 8 µM. 220,000 tested, 0.42% active. AID 1481; in the data active = inhibition above about 15%;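 note: 0% = DMSO vehicle and 100% = wells lacking enzyme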
# KCC2 mod = modulates chloride dependent transport by human KCC2. 190,000 tested, 2.2% active. KCC2 cells, thallium flux FluoZin-2 fluorescence. AID 1456. B-score of Tl+ flux slope (higher = more flux/activation; lower = inhibition) at 10 µM;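 active = thallium flux slope and its plate-corrected score both differing from the plate sample mean at a set confidence after two filtering rounds, in either direction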;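 note: slope of fluorescence scaled to starting intensity during 10 to 20 s after thallium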
# FXIIa inh 1536 = inhibitors of human coagulation factor XIIa; P00748; purified FXIIa, Boc-QGR-AMC fluorogenic substrate, 2 h; inhibition, % at 5 µM; 220,000 tested, 0.3% active; AID 800; in the data active = inhibition above about 40%;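 note: 0% = enzyme with no compound and 100% = blank without enzyme; many of its hits are not listed in these tables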
# Furin inh = inhibitors of human furin; inhibition, % at 30 µM; 220,000 tested, 0.061% active; purified furin, fluorogenic substrate cleavage; P09958; AID 463115; in the data active = inhibition above about 25%; note: inactives centre near -15
# Target sequence (P09958 108-714 limits assumed): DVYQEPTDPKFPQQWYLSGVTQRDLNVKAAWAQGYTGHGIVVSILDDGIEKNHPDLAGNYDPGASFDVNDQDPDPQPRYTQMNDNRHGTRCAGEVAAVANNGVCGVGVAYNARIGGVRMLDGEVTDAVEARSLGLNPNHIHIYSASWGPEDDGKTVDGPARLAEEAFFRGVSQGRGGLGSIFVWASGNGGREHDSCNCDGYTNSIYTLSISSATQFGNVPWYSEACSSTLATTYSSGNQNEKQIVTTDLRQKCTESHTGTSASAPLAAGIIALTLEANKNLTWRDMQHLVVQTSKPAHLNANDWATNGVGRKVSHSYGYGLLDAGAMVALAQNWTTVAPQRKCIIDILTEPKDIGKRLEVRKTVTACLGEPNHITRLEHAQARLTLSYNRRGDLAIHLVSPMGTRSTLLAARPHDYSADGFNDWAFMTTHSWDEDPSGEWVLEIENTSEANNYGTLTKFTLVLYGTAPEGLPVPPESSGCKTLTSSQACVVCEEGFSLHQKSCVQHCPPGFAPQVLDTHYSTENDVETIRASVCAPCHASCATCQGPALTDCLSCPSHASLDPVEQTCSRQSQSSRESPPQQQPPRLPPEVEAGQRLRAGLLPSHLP
# PERK inhibitor = inhibitors of human PERK kinase. inhibition, % at 5.6 µM. AID 1416. CHO PERK-DD fusion, SEAP luminescence translation reporter. 220,000 tested, 0.17% active;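 active = inhibition above the mean inhibition of all tested compounds plus 3 SD, set separately per screening campaign, cut at about 2.9% in these data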;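 note: PERK kinase domain activated by AP20187 dimerizer at 100 nM; 0% = DMSO with dimerizer and 100% = rapamycin at 8.4 µM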
# * = called active by the depositor; / = no result given; [ ] = dose if it differs, or a comment.
SMILES,Wee1 degr inh,Thrombin inh,FXIa inh 1536,hK5 inh,p97 ATPase inh,KCC2 mod,FXIIa inh 1536,Furin inh,PERK inhibitor
Cc1cccc2c(=O)cc(C)n(CC(=O)N3CCCCC3)c12,0.1,1.2,-3.5,4.6,1.1,/,13.1,-12.4,-0.9
COc1ccc(OC)c(C(c2nnnn2Cc2ccccc2)N2CCN(C3CCCCC3)CC2)c1 (centres undefined),-1.6,1.3,23.7,-13.4,-7.4,-0.445,23.2,-6.8,-1.4
CN1C[C@@H]2C(c3ccc(C(F)(F)F)cc3)C3(c4ccc(C#N)cc4)CC2(C3)[C@H]1c1ccccc1 (some centres undefined),/,-0.4,2.7,2.9,/,0.213,7.6,-25.8,/
Cc1nc(/C(N)=N/OC(=O)c2ccc(Cl)cc2)c(C(F)(F)F)o1,-0.7,-3.3,7.0,2.4,2.5,-0.224,3.3,-27.3,1.3
O=C(Nc1cc(=O)c2ccccc2o1)N1CCCCC1,1.8,0.0,-3.5,-20.7,-3.5,-0.205,10.1,-4.2,-0.8
COc1ccc(NC(=O)C2CC(=O)OC2c2ccccc2)cc1 (centres undefined),0.5,-7.2,0.2,10.6,-7.5,0.839,13.4,-3.6,0.3
Cc1cc(Nc2ccc(Cl)cc2)n(-c2ccccc2)n1,-0.3,0.2,4.2,-11.0,-2.3,-0.344,13.5,-9.6[20 µM],-0.7
Cc1nn2c3ccccc3n(CC(=O)c3cccs3)c2nc1=O,-2.8,-11.4,0.4,-4.3,-0.2,0.0527,3.1,-14.2,0.3
Cn1nc(-c2ccc(N3CCOCC3)c(NS(=O)(=O)c3ccc(Cl)cc3)c2)c2ccccc2c1=O,-3.7,1.4,2.8,-24.7,-0.1,5.81*,13.1,-20.1[20 µM],-0.8
O=C(CN1C(=O)CSc2ccc(C(F)(F)F)cc21)Nc1ccccc1,1.0,-5.3,-5.5,-5.8,-5.9,/,1.4,-6.6,-0.5
COc1c(/C=N/NC(=O)c2ccncc2)c(CCN(C)C(C)=O)cc2c1OCO2,-1.6,-3.6,13.1,17.6,-2.4,-1.98,0.8,-25.4,0.5
Cc1cccc(-n2c(N)cc(=O)nc2SCC(=O)Nc2nnc(C)s2)c1,2.7,-3.6,-12.4,-25.4,0.9,-0.148,-6.5,-10.0[20 µM],0.4
CN(C)S(=O)(=O)c1cc(C(=O)NCCCn2ccc3ccccc32)ccc1Cl,4.0,-0.7,2.7,-14.3,2.4,-1.32,6.6,-29.1,-0.3
O=C(CNC(=O)c1ccc(F)cc1)N/N=C/c1cc(Br)ccc1OC(=O)/C=C/c1ccco1,-2.9,-0.6,-0.1,0.3,11.4,-0.446,11.9,-23.2,0.8
Cc1ccc(C(=O)CSc2nnc(-c3ccccc3N)n2C)cc1C,0.3,-4.9,-1.6,-14.5,-0.6,-4.27,8.9,-1.1[20 µM],-0.4
COC(=O)c1cccc(NC(=O)Cc2ccc(OC)cc2)c1C,1.6,1.2,6.8,6.8,2.3,0.935,17.6,-13.6[20 µM],1.4
COc1ccc(C(=O)C2CCCN(S(=O)(=O)c3cccnc3)C2)c(C)c1 (centres undefined),5.3,-3.7,-1.7,2.0,-2.4,2.65,6.9,-7.6,-0.3
CC1CCCCN1S(=O)(=O)c1ccc2c(c1)CCN2C(=O)CCC(=O)O (centres undefined),-0.3,1.9,-11.8,0.6,-5.2,/,16.5,-8.8,-0.7
Cc1ccc(C(C(=O)NC2CCCC2)N2CCc3ccccc32)cc1 (centres undefined),-0.3,2.1,1.7,-0.1,2.5,0.761,15.2,-29.6,1.8
Nc1ccccc1Sc1ccccc1[N+](=O)[O-],-1.0,1.2,4.8,-8.2,6.3,0.303,12.7,-16.6,0.7
COc1cc(C(=O)NCC(=O)OCC(=O)c2ccc[nH]2)cc(OC)c1OC,14.1*,-6.2,-9.5,2.6,0.3,/,-10.0,-7.9[20 µM],0.4
Cn1nc(C(=O)Nc2sc3c(c2C#N)CCCC3)ccc1=O,3.9,-8.9,1.4,0.1,0.4,-0.646,8.9,-21.0,0.0
CCOC(=O)CNC(=O)Nc1ccccc1C(=O)OC,-0.5,3.4,5.0,-8.3,2.2,-0.322,3.8,-19.7[20 µM],0.4
S=C(c1ccc2c(c1)OCO2)N1CCOCC1,-0.8,-1.6,0.8,2.8,-0.2,1.31,10.5,-11.9,0.6
Cc1ccc(CCNC(=O)CN2C(=O)COc3ccccc32)cc1,0.2,-1.0,-2.3,5.6,6.7,0.694,1.6,-18.7,0.3
Cc1noc(C)c1CSc1nc2ccccc2c(=O)n1-c1ccccc1,-1.9,2.8,4.5,-4.5,2.7,-1.01,18.5,-24.6,-1.5
CC(=O)c1cc2c(cc1NC(=O)CN1CCOCC1)OCO2,3.0,-2.6,0.8,-5.4,5.3,0.173,9.0,-11.0[20 µM],0.5
CC(C)C(=O)NC(C)C(c1cccs1)N1CCN(c2ccccc2)CC1 (centres undefined),0.8,-2.7,8.0,-8.5,-2.1,1.57,17.8,-18.6[20 µM],0.1
CS(=O)(=O)Nc1ccc(C2=NN(S(C)(=O)=O)C(c3ccc4c(c3)OCO4)C2)cc1 (centres undefined),2.5,-5.7,-1.6,-14.0,1.1,0.00613,-0.1,-22.9,0.6
CC(C)(C)N(Cc1ccccc1)C(=O)COC(=O)CCc1c[nH]c2ccccc12,-2.9,0.6,16.1,-3.4,-1.1,-0.378,6.0,-3.6,0.8
COc1cccc(C(=O)Nc2ccc(NC(=O)c3ccco3)nc2)c1,0.0,-6.0,-9.0,0.1,-2.0,/,-2.7,-12.8,-1.2
COc1ccc(CNC(=O)c2cnc3scc(C)n3c2=O)cc1,-0.2,-2.5,-0.5,-6.3,5.7,-0.535,0.4,-2.7,0.8
COc1cccc(C(=O)Nc2cc3c(cc2Br)OCCCO3)c1,2.6,-7.9,4.3,-10.7,2.4,-2.31,19.1,-12.3,0.0
Cc1ccc(-n2cc(CN3CCC(CO)(Cc4cccc(C(F)(F)F)c4)CC3)cn2)cc1,0.3,-5.0,20.5,/,-5.4,0.48,14.0,-6.9,-0.8
CCOc1cc2[nH]c(=O)n(CCC(=O)NCc3ccc(OC)cc3)c(=O)c2cc1OCC,-2.5,0.4,3.3,0.0,1.9,0.0101,3.3,-0.5[20 µM],0.5
CCC(C)(C)NC(=O)Cn1c(-c2ccc(C)cc2)noc1=O,3.4,-5.5,-4.6,-3.9,-2.9,1.08,1.9,-18.1,-0.2
COc1ccc(Cn2c(C)nnc2-c2cnn(C)c2N)cc1,3.7,-6.9,-0.1,-0.8,5.4,0.303,7.2,-22.2,1.1
O=C(C1CSC2(c3ccc(F)cc3)CCC(=O)N12)N1CCCCCC1 (centres undefined),-1.2,-11.8,-9.0,0.3,1.6,-0.00357,-10.7,-17.8,-0.2
Cc1nc2ccccc2n1CCN1CCOCC1,11.6*,1.8,0.1,20.5,3.0,/,14.0,-23.9,0.3
CCOC(=O)N1CCC(NC(=O)CN(C)S(=O)(=O)c2cc3c(cc2Cl)NC(=O)CO3)CC1,-0.5,-1.7,1.3,-10.1,1.3,1.07,8.8,-16.5[20 µM],0.3

# The closing 4 compounds of the section before open the next one:
SMILES,Wee1 degr inh,Thrombin inh,FXIa inh 1536,hK5 inh,p97 ATPase inh,KCC2 mod,FXIIa inh 1536,Furin inh,PERK inhibitor
COc1ccc(Cn2c(C)nnc2-c2cnn(C)c2N)cc1,3.7,-6.9,-0.1,-0.8,5.4,0.303,7.2,-22.2,1.1
O=C(C1CSC2(c3ccc(F)cc3)CCC(=O)N12)N1CCCCCC1 (centres undefined),-1.2,-11.8,-9.0,0.3,1.6,-0.00357,-10.7,-17.8,-0.2
Cc1nc2ccccc2n1CCN1CCOCC1,11.6*,1.8,0.1,20.5,3.0,/,14.0,-23.9,0.3
CCOC(=O)N1CCC(NC(=O)CN(C)S(=O)(=O)c2cc3c(cc2Cl)NC(=O)CO3)CC1,-0.5,-1.7,1.3,-10.1,1.3,1.07,8.8,-16.5[20 µM],0.3
CC1(C)SC(=S)N(/N=C/c2ccccc2)C1N(O)C(=O)Nc1ccc([N+](=O)[O-])cc1 (centres undefined),-1.5,0.3,0.4,-9.6,3.9,-0.0778,9.8,-14.1[20 µM],-0.1
C=CCn1c(-c2cccc3ccccc23)n[nH]c1=S,-1.9,-3.0,5.0,-1.6,4.0,1.16,10.4,-1.3[20 µM],0.8
N#Cc1ccc(NC(=S)NC(=O)CCc2ccc(S(=O)(=O)N3CCOCC3)cc2)cc1,0.6,-3.2,10.2,-2.6,4.8,0.82,4.5,-14.6,1.6
COc1cc(/C=N\n2cnnc2)ccc1OCC(=O)Nc1ccc(C)cc1,2.1,-2.5,-1.4,-3.6,3.4,0.618,5.7,-4.3[20 µM],-0.3
CC(=O)Oc1ccc(-n2c(=O)c3ccccc3c3ccccc3c2=O)cc1,-1.0,-4.9,-5.0,-5.1,3.4,-0.613,2.8,-19.3,0.2
Cn1nnnc1SCc1csc(C2C(C#N)=C(N)OC3=C2C(=O)CCC3)c1 (centres undefined),0.5,5.8,-2.4,-5.4,2.4,-0.00904,6.2,-20.9,1.6
CN(C)S(=O)(=O)c1cccc(NC(=O)COC(=O)c2cccc(S(=O)(=O)N3CCc4ccccc4C3)c2)c1,10.6*,-4.8,7.8,-2.9,5.4,-0.237,11.5,-11.2,-0.1
CCn1cc(C(=O)O)c(=O)c2cnc(N3CCN(C(=S)NC(=O)c4ccc(Br)cc4)CC3)nc21,0.2,-0.4,11.7,3.0,5.7,-0.0845,3.6,-21.6,2.1
O=C(O)c1ccccc1C1Nc2ccccc2C(=O)N1CCCN1CCOCC1 (centres undefined),1.3,-1.0,7.9,10.0,-6.1,-0.0494,8.8,3.9,1.5
O=C(Nc1ccc(Cl)c([N+](=O)[O-])c1)c1ccc2c(c1)OCCO2,3.4,-14.6,-1.9,-4.6,8.8,0.516,-4.3,-22.9,0.2
OC(CNCC(c1ccco1)N1CCCCC1)c1ccccc1 (centres undefined),-1.0,2.4,2.6,-28.1,0.6,/,9.6,-17.0,-0.9
O=C(NNC(=O)c1ccccn1)c1cccc([N+](=O)[O-])c1,-0.4,-13.7,-8.7,-4.4,1.6,1.28,7.7,-29.2,0.7
O=C(NNc1cc(N2CCOCC2)nc(N2CCOCC2)n1)c1ccc([N+](=O)[O-])cc1,-5.3,2.5,30.6,68.3*,22.5*,-0.000556,22.2,-0.9,-0.7
CC(C)c1ccc(C(=O)NC2=NCCS2)cc1,5.5,-11.2,-7.0,-12.5,-5.8,2.06,-2.0,-18.8,-0.2
CCOC(=O)c1nnn(CC(=O)NC(=O)Nc2cccc(CC)c2)c1C(=O)OCC,0.5,-3.0,-1.8,3.5,0.7,0.0059,8.2,-9.7,1.1
CCOC(=O)C1CCN(CC(=O)Nc2cc(S(=O)(=O)N3CCOCC3)ccc2C)CC1,-0.5,-3.6,14.3,0.3,-1.6,-0.116,7.3,-16.1,0.3
COc1nc(Nc2cccc([N+](=O)[O-])c2)nc(OC)n1,6.2,-9.2,1.3,-3.0,3.9,1.64,-3.5,-24.0,1.4
CCOC(=O)Cn1nc(-c2ccccc2)ccc1=O,0.9,-16.1,6.2,5.7,3.9,-0.252,1.6,-33.0,0.4
COc1ccc(Oc2nc3c(C)cccn3c(=O)c2/C=C(\C#N)C(N)=O)cc1,2.4,-5.7,-3.6,-0.8,6.0,-0.346,2.2,-18.3,-1.3
O=C1NC(c2ccccc2OC(F)F)Oc2ccccc21 (centres undefined),-0.5,-2.7,-4.7,-3.6,6.2,-0.239,3.1,-27.5,1.2

# Screening data deposited in PubChem BioAssay by several laboratories.
